# Screens from PubChem.
# ANO1 block: mouse TMEM16A channel inhibition, primary screen; Q8BHY3; HEK293 TMEM16A/YFP iodide influx fluorescence, ionomycin; normalized B-score (activity score, 25-100; higher = stronger inhibition) at 10 µM; hit rate 1.2% among 310,000; AID 588511;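 active = ratio plate-corrected score three or more library SD toward inhibition, starting fluorescence score within five deviations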;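 also: score derived from kinetic fluorescence span divided by baseline fluorescence per well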
# hERG rescue: hERG (human) protection from proarrhythmic block; Q12809; CHO-hERG, FluxOR thallium flux, dofetilide IC70 present; activation (rescue from dofetilide block), less the hit threshold, % at 10 µM; hit rate 0.51% among 310,000; AID 1511;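 active = activation above the mean of controls blocked by dofetilide plus 5 SD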;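 also: thallium influx through hERG after potassium depolarization seen as dye fluorescence rise; in these data hits start at about 4.7%; inactives centre near -7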
# DYRK1A inh: blocks rat Dyrk1A kinase activity; Q63470; ADP-Glo luminescence, NFATc1 peptide; inhibition, % at 12.5 µM; hit rate 0.43% among 310,000; in the data active = inhibition above about 50%;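 also: plate controls were vehicle with enzyme for no effect and no enzyme for full effect; many of its hits are not listed in these tables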
# ANO1 activ: activates or potentiates the mouse TMEM16A chloride channel. Q8BHY3. HEK293 TMEM16A/YFP-H148Q/I152L, iodide quench fluorescence; active compounds read low. B-score at 10 µM. hit rate 0.3% among 340,000;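 active = fluorescence-ratio B-score plate-corrected deviation score at least 3 library SD below zero, with starting fluorescence score within 5 deviations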;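 also: channel opened by trigger with iodide after compound preincubation; score built on the fluorescence ratio of max minus min over baseline; more negative score means more quench and so TMEM16A activation or potentiation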
# KCNK3 inh: human KCNK3 channel inhibition, primary screen. B-score at 10 µM. CHO-KCNK3 thallium flux, FluxOR fluorescence; active compounds read low. hit rate 0.84% among 340,000. O14649;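 active = B-score under library mean minus 4 SD, starting fluorescence ratio at most library mean plus 5 SD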;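 also: more negative B-score means stronger inhibition of thallium flux through KCNK3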
# Target sequence (O14649 whole entry, looked up): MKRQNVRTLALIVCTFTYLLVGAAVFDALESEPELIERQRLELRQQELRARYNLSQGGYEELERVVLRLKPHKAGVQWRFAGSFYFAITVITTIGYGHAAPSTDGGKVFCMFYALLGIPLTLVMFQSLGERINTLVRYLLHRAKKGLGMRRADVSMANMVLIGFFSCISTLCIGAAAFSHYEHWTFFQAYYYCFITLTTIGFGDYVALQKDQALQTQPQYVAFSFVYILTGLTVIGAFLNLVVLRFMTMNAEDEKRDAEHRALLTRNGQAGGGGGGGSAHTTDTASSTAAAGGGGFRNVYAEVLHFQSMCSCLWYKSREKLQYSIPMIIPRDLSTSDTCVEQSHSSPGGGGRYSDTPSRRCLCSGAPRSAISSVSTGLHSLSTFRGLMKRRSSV
# HDAC3 inh: human HDAC3 inhibition; O15379; recombinant HDAC3, fluorogenic peptide/trypsin coupled, fluorescence; inhibition, % at 8.3 µM; hit rate 0.15% among 320,000; in the data active = inhibition above about 26%, passing the limit was not always enough
# TRPC4 PAM: allosterically enhances the mouse TRPC4 cation channel. HEK293 TRPC4beta/mu-opioid, DAMGO EC20, Fluo-4 Ca2+ flux; active compounds read high. Q9QUQ5. B-score at 10 µM. hit rate 0.42% among 310,000;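 active = B-score of calcium response area above 5 SD of library B-scores, with initial fluorescence ratio within 5 SD of library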;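 also: B-score of integrated fluorescence ratio over time as area under calcium response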
# KCNK9 inh: blocks the human KCNK9 two-pore domain potassium channel | Q9NPC2 | HEK293 KCNK9, FluxOR thallium flux fluorescence; active compounds read low | B-score at 10 µM | hit rate 1.2% among 310,000;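 active = ratio B-score over 3 SD below the library mean, with starting fluorescence within 5 SD of its mean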;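 also: negative B-score means less thallium flux so channel inhibition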
# KCNQ1 block: human KCNQ1 channel inhibition; B-score at 10 µM; hit rate 1.3% among 310,000; CHO-K1 KCNQ1, FluxOR thallium flux fluorescence; active compounds read high;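 active = compounds whose thallium flux B-score, printed positive for inhibition, exceeds three library SD while starting fluorescence stays within three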;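 also: channel opened by potassium depolarization with thallium stimulus after 20 min compound exposure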
# Target sequence (P51787 whole entry, looked up): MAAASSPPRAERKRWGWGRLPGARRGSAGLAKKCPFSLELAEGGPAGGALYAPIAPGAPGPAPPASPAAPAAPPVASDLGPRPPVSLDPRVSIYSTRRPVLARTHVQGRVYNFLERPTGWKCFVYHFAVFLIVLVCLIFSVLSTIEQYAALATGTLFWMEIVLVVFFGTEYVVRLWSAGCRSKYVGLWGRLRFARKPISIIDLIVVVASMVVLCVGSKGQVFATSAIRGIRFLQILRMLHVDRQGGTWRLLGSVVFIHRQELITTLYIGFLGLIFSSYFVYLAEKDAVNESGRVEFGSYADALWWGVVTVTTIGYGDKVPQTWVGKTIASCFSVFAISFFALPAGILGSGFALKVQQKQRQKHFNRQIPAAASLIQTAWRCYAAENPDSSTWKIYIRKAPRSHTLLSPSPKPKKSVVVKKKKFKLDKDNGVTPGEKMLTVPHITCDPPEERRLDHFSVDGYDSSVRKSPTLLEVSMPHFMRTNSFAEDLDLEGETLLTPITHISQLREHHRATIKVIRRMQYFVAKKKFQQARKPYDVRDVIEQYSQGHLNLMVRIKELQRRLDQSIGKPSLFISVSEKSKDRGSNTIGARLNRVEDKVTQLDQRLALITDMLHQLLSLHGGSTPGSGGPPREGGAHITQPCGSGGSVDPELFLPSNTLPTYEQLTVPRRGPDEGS
# TRPC4 agonist: opens the mouse TRPC4 cation channel; hit rate 0.49% among 310,000; HEK293 TRPC4beta/mu-opioid, Fluo4 calcium fluorescence; active compounds read high; Q9QUQ5; B-score at 10 µM;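 active = B-score above 5 SD of library B-scores, and initial fluorescence ratio not above library mean plus 5 SD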;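 also: positive B-score marks a calcium rise read as TRPC4 activation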
#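 Test system: HEK293 cells stably co-expressing mouse TRPC4beta and mu-opioid receptor | Schedule: Fluo4 dye loading 45 min at room temperature, 110 s recording | Measured by: Kinetic Fluo4 calcium fluorescence, 5 s baseline at 1 Hz | Evaluation: B score of integrated ratio | Controls: Buffer (low) and maximal DAMGO (high)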
# KCNQ1 pot: potentiators or activators of human KCNQ1 potassium channel; P51787; CHO-K1 KCNQ1, thallium flux FluxOR fluorescence; active compounds read high; B-score at 10 µM; hit rate 0.35% among 310,000;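 active = fluorescence ratio B-score, a plate-corrected score, at least three library SD, with initial intensity B-score within 5 SD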
#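 System: Stable KCNQ1 CHO-K1 line | Incubation: 90 min dye loading and 20 min compound exposure, both at room temperature | Measure: Ratio B score | Medium: Assay buffer for compound exposure, DMSO matched across wells | Compound dosing: Single-concentration screen | Probe or stimulus: K+/Tl+ depolarizing stimulus | Measured by: Kinetic FluxOR fluorescence, 10 s baseline plus 110 s post-stimulus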
# * marks the source's active call; other numbers are inactive results; i = inactive; / = not tested or not shown.
structure | ANO1 block | hERG rescue | DYRK1A inh | ANO1 activ | KCNK3 inh | HDAC3 inh | TRPC4 PAM | KCNK9 inh | KCNQ1 block | TRPC4 agonist | KCNQ1 pot
NC(=O)[C@@H]1CCOc2c(I)cc([N+](=O)[O-])cc2C(=O)N[C@@H](CO)C(=O)NCC(=O)N1 | i | -5 | 2 | i | i | -1 | i | i | i | i | i
CCOc1cc(-c2nc(-c3ccc(C)nc3OC)no2)cc(OCC)c1OCC | / | -9 | -3 | i | i | / | i | i | i | i | i
COc1ccc(OC)c(NC(=O)C2C3C=CC(C3)C2C(=O)NCc2ccccn2)c1 (centres undefined) | i | -6 | 2 | i | i | 7 | i | i | i | i | i
COc1cccc(CN2C(=O)C(C)Oc3ccccc32)c1 (centres undefined) | i | -2 | 1 | i | i | -1 | i | i | i | i | i
Cn1c(CN2CCOCC2)nnc1SCC(=O)NCCc1ccccc1 | i | -11 | 5 | i | i | 0 | i | i | i | i | i
O=C(COc1ccccc1Cl)Nc1ccc(NC(=O)c2ccco2)cc1 | i | -7 | -6 | i | i | -6 | i | i | i | i | i
Cc1nn(-c2cc(N3CCCCC3)ccc2[N+](=O)[O-])c(=O)c2ccccc12 | i | -9 | 0 | i | i | -3 | i | i | i | i | i
COc1ccc(-n2c(-c3ccc(Br)cc3)n[nH]c2=S)cc1 | i | -6 | -3 | i | i | -12 | i | i | i | i | i
Cc1cccc(/C=N/n2c(-c3ccncc3)n[nH]c2=S)c1 | i | -8 | 10 | i | i | 12 | i | i | i | i | i
CCn1cc(C(=O)N[C@H](C(=O)NCCCn2ccnc2)C(C)C)c(=O)c2cc3c(cc21)OCO3 | i | -8 | -2 | i | i | -2 | i | i | i | i | i
CC(C)(C)NC(=O)NC(=O)COC(=O)COc1ccc2c(c1)CCC2 | i | -2 | 14 | i | i | 9 | i | i | i | i | i
COc1cc(CC(=O)OCC(=O)Nc2sccc2C(N)=O)cc(OC)c1OC | 100* | -19 | -4 | i | i | -5 | i | i | i | i | i
CCOc1ccc(C(=O)NC(C(=O)NCc2cccnc2)C(C)C)cc1 (centres undefined) | i | -5 | -6 | i | i | -5 | i | i | i | i | i
COc1ccc(S(=O)(=O)N2CCCC(C(=O)O)C2)cc1Cl (centres undefined) | i | -12 | 1 | i | i | -1 | i | i | i | i | i
Cc1ccc(CNCCCSc2ncccn2)cc1 | i | -12 | -3 | i | i | 1 | i | i | i | i | i
O=C(Nc1ccc(F)cc1)c1sccc1SCc1cccc(C(F)(F)F)c1 | i | -9 | 5 | i | i | -5 | i | -13* | i | i | i
O=c1[nH]c(CN2CCN(S(=O)(=O)c3cccs3)CC2)nc2c(Br)cc(Br)cc12 | i | -5 | 7 | i | i | -3 | i | i | i | i | i
CCCC(C)C(=O)NCc1ccncc1 (centres undefined) | i | -3 | -4 | i | i | -1 | i | i | i | i | i
CC(C)(C)C(=O)Cn1ncc(N2CCOCC2)c(Br)c1=O | i | -9 | 0 | i | i | 3 | i | i | i | i | i
Cc1nc(NCC(c2ccccc2)N(C)C)c2c(C)c(C)sc2n1 (centres undefined) | i | -11 | 2 | i | i | 5 | i | i | i | 267* | i
CC(=O)C1=C(O)C(=O)N(c2ccc(O)cc2)C1c1ccccc1F (centres undefined) | i | 0 | 1 | i | i | 14 | i | i | i | i | i
CCCOc1cccc(/C=N/NC(=O)c2csc(C)c2C)c1 | i | -10 | -3 | i | i | -7 | i | i | i | i | i
COc1ccc(-n2cnc3cc(C(=O)NCCN4CCOCC4)ccc32)cc1 | i | -16 | 15 | i | i | 0 | i | i | i | i | i
CS(=O)(=O)Nc1ccccc1C(=O)NCc1ccco1 | i | -7 | -14 | i | i | -10 | i | i | i | i | i
Cc1cccc(COc2ccccc2C(=O)NC2CCC(O)CC2)c1 (centres undefined) | i | -15 | 8 | i | i | -2 | i | i | i | i | i
COC(=O)c1ccc(C(=O)OC)c(NC(=O)COC(=O)CC2CC3CCC2C3)c1 (centres undefined) | i | -12 | -4 | i | -14* | -4 | i | -13* | i | i | i
CCOc1ccc2cc(S(=O)(=O)n3ccnc3C)ccc2c1 | i | -3 | 12 | i | i | -5 | i | i | i | i | i
COc1ccccc1-n1cc(-c2ccc(C)cc2)[nH]c1=S | i | -4 | -5 | i | i | -4 | i | i | i | i | i
Cc1cc(Nc2ccc(C(=O)O)cc2)nc(N)n1 | i | -7 | 6 | i | i | 1 | i | i | i | i | i
COc1cccc2cc(C(=O)NCc3ccco3)c(=O)oc12 | i | -6 | -2 | i | i | 2 | i | i | i | i | i
O=C1COc2ccc(C(=O)NC3CC3)cc2N1 | i | -6 | / | i | i | 11 | i | i | i | i | i
CCN(CC)S(=O)(=O)c1cccc(C(=O)N2CC(O)CC2C(=O)O)c1 (centres undefined) | i | -5 | 6 | i | i | -2 | i | i | i | i | i
COC(=O)c1ccc(NC(=O)Cn2cnc3c(nnn3-c3cccc(OC)c3)c2=O)cc1 | i | -8 | 6 | i | i | 0 | i | i | i | i | i
COc1ccc(C(=O)/C=C(\C)Nc2ccc3c(c2)OCO3)cc1 | i | -11 | 24 | i | i | 5 | i | i | i | i | i
C#CCOc1ccc(/C=N/O)cc1Cl | i | 0 | 1 | i | i | 6 | i | i | i | i | i
CN1CCCC(OC(=O)c2cc(Cl)ccc2Cl)C1 (centres undefined) | i | -9 | -4 | i | i | -8 | 13* | i | i | 65* | i

# One compound at a time, from the list above:
# C#CCOc1ccc(/C=N/O)cc1Cl across the screens: ANO1 block: i; hERG rescue: 0; DYRK1A inh: 1; ANO1 activ: i; KCNK3 inh: i; HDAC3 inh: 6; TRPC4 PAM: i; KCNK9 inh: i; KCNQ1 block: i; TRPC4 agonist: i; KCNQ1 pot: i
# COC(=O)c1ccc(C(=O)OC)c(NC(=O)COC(=O)CC2CC3CCC2C3)c1 (centres undefined) across the screens: ANO1 block: i; hERG rescue: -12; DYRK1A inh: -4; ANO1 activ: i; KCNK3 inh: -14*; HDAC3 inh: -4; TRPC4 PAM: i; KCNK9 inh: -13*; KCNQ1 block: i; TRPC4 agonist: i; KCNQ1 pot: i

# Going on with the list.
structure | ANO1 block | hERG rescue | DYRK1A inh | ANO1 activ | KCNK3 inh | HDAC3 inh | TRPC4 PAM | KCNK9 inh | KCNQ1 block | TRPC4 agonist | KCNQ1 pot
COc1ccc(C(=O)NCC(=O)N/N=C/c2ccc([N+](=O)[O-])s2)cc1OC | i | -7 | 1 | i | i | 9 | i | i | i | i | i
CCCCn1nnnc1SCC(=O)NNC(=O)C1CCCCC1 | i | -4 | / | i | i | -6 | i | i | i | i | i
COc1ccc(NC(=O)C2CCCN(C(=O)NC3CCCCC3)C2)cc1OC (centres undefined) | i | -14 | -8 | i | i | -2 | i | i | i | i | i
CC(=O)/C(=N/Nc1cccc(C)c1)N1CCOCC1 | i | -8 | -4 | i | i | -2 | i | i | i | i | i
O=C(NCc1ccco1)c1ccc(S(=O)(=O)N2CCOCC2)cc1 | i | -10 | 7 | i | i | -2 | i | i | i | i | i
Cc1nn(CCOc2cccc(Cl)c2)c(C)c1[N+](=O)[O-] | i | -10 | -1 | i | i | 3 | i | i | i | i | i
Cc1nc(NC(=O)c2cccc(Cl)c2)sc1C(=O)N1CCCCC1 | i | -13 | 4 | i | i | 17 | i | i | i | i | i
CC(=O)Nc1cccc(NC(=O)C2CC(=O)N(c3ccc(C)cc3)C2)c1 (centres undefined) | i | -5 | / | i | i | 13 | i | i | i | i | i
O=C(Nc1ccc2cn[nH]c2c1)c1c(Cl)cccc1Cl | i | -2 | 51* | i | i | -14 | i | i | i | i | i
COc1cccc(NC(=O)CN(C)C(=O)c2sc3cc(Cl)ccc3c2Cl)c1 | i | -8 | -4 | i | i | 5 | i | i | i | i | i
CC(=O)Nc1ccc(Nc2nc3c(S(=O)(=O)c4ccc(C)c(C)c4)nnn3c3ccccc23)cc1 | i | -4 | 2 | i | i | -7 | i | i | i | i | i
Cc1c(C(=O)O)cccc1N1C(=O)Nc2ccccc2N1O | i | 0 | 2 | i | i | -7 | i | i | i | i | i
COc1cc(OC)cc(C(=O)N2CCN(Cc3cccc(F)c3)CC2)c1 | i | -7 | 4 | / | i | 2 | i | i | i | i | i
Cc1ccnc(NS(=O)(=O)c2ccc(NC(=O)c3ccc4c(c3)OCCO4)cc2)n1 | i | -14 | 3 | i | i | -2 | i | i | i | i | i
COC(=O)c1ccc(OCC(=O)NC2CCCCCC2)cc1 | i | -17 | 4 | i | i | 1 | i | i | i | i | i
Cc1ccc(SCC(=O)NC(=O)c2ccc(S(=O)(=O)N(C)C)cc2)cc1C | i | -8 | -2 | i | i | 5 | i | i | i | i | i
COc1ccc(OC(=O)c2cnc3n(c2=O)CCS3)cc1 | i | -16 | / | i | i | 0 | i | i | i | i | i
CSc1sc(C(=O)N2CCc3ccccc32)cc1S(=O)(=O)C(C)C | i | -8 | -2 | i | i | -3 | i | i | i | i | i
C/C=C/C(=O)Nc1nnc(C2CCCCC2)s1 | i | 0 | -3 | i | i | -6 | i | i | i | i | i
CC1CCCC(C)N1C(=O)CSc1nnc(NC(=O)c2cccs2)s1 (centres undefined) | i | -4 | -2 | i | i | 9 | i | i | i | i | i
Cn1c(CNc2nc(-c3ccccc3)cs2)nnc1SCC(=O)c1ccccc1 | i | -10 | -3 | i | i | 2 | i | i | i | i | i
COc1ccc(S(=O)(=O)Nc2c(C)n(C)n(-c3ccccc3)c2=O)cc1C(=O)O | i | -2 | 2 | i | i | -5 | i | i | i | i | i
O=C(CC(=O)N/N=C\c1ccc([N+](=O)[O-])cc1)NCCc1ccccc1 | i | -8 | / | i | i | -2 | i | i | i | i | i
CC(C)CC(NC(=O)OC(C)(C)C)C(=O)O (centres undefined) | i | -12 | -3 | i | i | 2 | i | i | i | i | i
Cc1ccc(C2CC(c3cccc(Br)c3)Nc3nnnn32)cc1 (centres undefined) | i | -10 | 5 | i | i | 1 | i | i | i | i | i
Nc1ccc(C(=O)OCc2csc(-c3ccccc3)n2)cc1[N+](=O)[O-] | i | -2 | -1 | i | i | 3 | i | i | i | i | i
C=CCn1c(O)c(C=Nc2ccc(CN3CCCCC3)cc2)c(=O)[nH]c1=S | i | -4 | / | i | i | 4 | i | i | i | i | i
COc1ccc(C(c2nnnn2Cc2cccs2)N2CCC(C(N)=O)CC2)c(OC)c1 (centres undefined) | i | -1 | 16 | i | i | -5 | i | i | i | i | i

# An excerpt (hit frequency here may not be typical).
